# pPAFAH inh = inhibitors of human plasma PAF acetylhydrolase (pPAFAH) | recombinant pPAFAH, FP-rhodamine probe fluorescence polarization | Q13093 | 1.5% of 330,000 active | inhibition, % at 3.39 µM;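 active = inhibition above the mean inhibition across the screen plus 3 SD, cut at about 25% in these data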;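 also: inhibitors block binding of the rhodamine activity-based probe so polarization drops; 0% = enzyme with DMSO and 100% = wells lacking pPAFAH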
# PAFAH1B3 inh = inhibitors of human PAFAH1B3; AID 492972; Q15102; recombinant PAFAH1B3, FP-rhodamine probe, fluorescence polarization; inhibition, % at 3.39 µM; 0.28% of 340,000 active;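 active = inhibition above the screen-wide average of all tested compounds plus 3 SD, cut at about 25% in these data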;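 also: 0% = enzyme with DMSO only and 100% = wells lacking PAFAH1B3 protein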
# Target sequence (Q15102 whole entry, looked up): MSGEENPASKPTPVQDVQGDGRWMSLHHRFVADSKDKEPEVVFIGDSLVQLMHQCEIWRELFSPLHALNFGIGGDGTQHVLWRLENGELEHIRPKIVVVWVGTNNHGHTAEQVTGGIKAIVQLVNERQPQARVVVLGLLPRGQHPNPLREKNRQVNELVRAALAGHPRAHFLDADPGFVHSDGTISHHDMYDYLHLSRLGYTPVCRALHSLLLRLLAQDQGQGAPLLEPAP
# PAD4 FP inh = blocks human protein arginine deiminase 4; recombinant PAD4, RCA probe fluorescence polarization; inhibition, % at 6.36 µM; 0.41% of 330,000 active; AID 485272;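 active = percent inhibition above a cutoff equal to the mean of all tested compounds plus 3 SD, cut at about 15% in these data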;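 also: 0% = PAD4 with RCA probe and DMSO and 100% = probe without PAD4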
# GSTO1 inh = GSTO1 inhibition, counter-screen for RBBP9 inhibitors; P78417; 1.1% of 300,000 active; recombinant GSTO1, activity-based probe fluorescence polarization; AID 1974; inhibition, % at 5.96 µM;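 active = inhibition above the campaign mean inhibition plus 3 SD, cut at about 35% in these data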;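 also: 0% = GSTO1-1 with DMSO and 100% = wells lacking GSTO1-1 enzyme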
# Target sequence (P78417 whole entry, looked up): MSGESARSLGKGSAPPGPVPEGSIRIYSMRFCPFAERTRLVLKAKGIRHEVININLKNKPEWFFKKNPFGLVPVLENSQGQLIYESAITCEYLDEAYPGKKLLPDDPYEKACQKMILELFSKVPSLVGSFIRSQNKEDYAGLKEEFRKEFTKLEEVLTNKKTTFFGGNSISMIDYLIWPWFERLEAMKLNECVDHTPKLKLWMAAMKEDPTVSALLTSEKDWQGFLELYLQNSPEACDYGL
# LYPLA1 counter = counter-screen for PME1 inhibitors: inhibitors of human LYPLA1 | AID 2174 | inhibition, % at 5.9 µM | 0.16% of 320,000 active | O75608 | recombinant LYPLA1, FP-Rh probe fluorescence polarization;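 active = inhibition above the mean of all tested compounds plus 3 SD, set per campaign, cut at about 14% in these data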;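 also: inhibitors block serine hydrolase probe labeling of LYPLA1 so polarization falls; 0% = enzyme with DMSO and 100% = wells lacking LYPLA1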
# Target sequence (O75608 whole entry, looked up): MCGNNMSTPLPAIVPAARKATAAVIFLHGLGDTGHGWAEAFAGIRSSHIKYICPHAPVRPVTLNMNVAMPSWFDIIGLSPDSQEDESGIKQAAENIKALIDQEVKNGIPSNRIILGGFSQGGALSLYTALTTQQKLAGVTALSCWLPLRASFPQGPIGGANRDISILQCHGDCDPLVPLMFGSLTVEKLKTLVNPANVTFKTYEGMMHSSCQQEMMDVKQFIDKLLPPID
# LYPLA2 inh = counter-screen for PME1 inhibitors: inhibitors of human LYPLA2 | O95372 | recombinant LYPLA2, FP-Rh probe fluorescence polarization | inhibition, % at 5.9 µM | 0.38% of 320,000 active;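 active = inhibition above the screen-wide mean plus 3 SD, limit set per campaign, cut at about 26% in these data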;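 also: 0% = LYPLA2 with DMSO and 100% = wells lacking LYPLA2 enzyme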
# PAFAH1B2 FP inh = PAFAH1B2 (human) inhibition. inhibition, % at 3.39 µM. 1.2% of 340,000 active. P68402. recombinant PAFAH1B2, FP-rhodamine activity probe, fluorescence polarization;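 active = inhibition above the mean of all tested compounds plus 3 SD, cut at about 24% in these data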;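 also: 0% = enzyme with DMSO and 100% = wells lacking PAFAH1B2; many of its hits are not listed in these tables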
# Target sequence (P68402 whole entry, looked up): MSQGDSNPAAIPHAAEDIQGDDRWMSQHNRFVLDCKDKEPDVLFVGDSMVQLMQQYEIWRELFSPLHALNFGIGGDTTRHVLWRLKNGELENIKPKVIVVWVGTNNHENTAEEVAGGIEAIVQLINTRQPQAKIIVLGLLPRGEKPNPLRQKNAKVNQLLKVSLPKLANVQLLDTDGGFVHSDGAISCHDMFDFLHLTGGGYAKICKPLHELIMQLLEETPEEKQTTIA
# PAFAH2 inh = inhibitors of human PAFAH2 | inhibition, % at 3.39 µM | recombinant PAFAH2, FP-rhodamine activity probe, fluorescence polarization | 0.99% of 340,000 active;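 active = inhibition above the mean over all tested compounds plus 3 SD, cut at about 30% in these data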;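 also: inhibitors block probe labeling of enzyme so polarization drops; 0% = enzyme with DMSO and 100% = wells lacking PAFAH2 protein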
# PME-1 inh = blocks human protein phosphatase methylesterase 1; recombinant PME-1, FP-Rh probe fluorescence polarization; inhibition, % at 5.9 µM; 0.53% of 320,000 active; AID 2130;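 active = inhibition above the campaign mean of all compounds plus 3 SD, cut at about 26% in these data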;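 also: competitive labeling of PME-1 active site by serine hydrolase directed probe; 0% = PME-1 with DMSO and 100% = wells lacking PME-1 enzyme; inhibitors block probe labeling so polarization falls and inhibition rises; many of its hits are not listed in these tables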
# * hit, by the source's call; · = no result given.
SMILES,pPAFAH inh,PAFAH1B3 inh,PAD4 FP inh,GSTO1 inh,LYPLA1 counter,LYPLA2 inh,PAFAH1B2 FP inh,PAFAH2 inh,PME-1 inh
O=C(COC(=O)/C=C/c1cccc([N+](=O)[O-])c1)NCCCN1CCCC1=O,2,2,2,8,1,4,2,0,-1
COc1ccc(NC(=O)CSc2nc3ccccc3nc2N2CCCCC2)cc1,10,0,-1,-1,-6,-7,3,2,-6
O=c1cc(N2CCCCC2)c(-c2ccccc2)nn1Cc1ccccc1,6,12,1,4,0,0,15,-1,6
CCc1cc(C(=O)N2CCN(S(=O)(=O)c3cc(C)ccc3C)CC2)sc1C,13,2,3,·,3,-3,-1,1,6
Cc1ccc(S(=O)(=O)N(CC2CO2)c2ccccc2[N+](=O)[O-])cc1 (configuration not stated),1,6,-4,78*,6,-9,-2,-1,1
COc1ccc(-n2c(Cc3cccn3C)nnc2SCC(=O)Nc2ccc(C)cc2)cc1,5,4,2,2,-1,-5,3,-1,0
Cc1c2c(nc3c(C(=O)NC4CC4)cnn13)CCCC2,3,10,-3,-3,1,3,5,1,6
CC(=O)Nc1ccc(C2NC(=S)N(c3ccccc3C(F)(F)F)C(C)=C2C(=O)N2CCOCC2)cc1 (configuration not stated),-2,2,2,6,-1,-3,-2,0,0
O=c1[nH]cccc1-c1nc2ccccc2n1Cc1ccc(Cl)cc1,4,6,0,1,-3,-7,0,2,1
O=C(CSc1nnc(CNC(=O)c2c(F)cccc2Cl)o1)c1ccccc1,1,3,8,21,4,3,5,-4,-1
CC(=O)Oc1ccc2occ(C(=O)c3cccs3)c2c1,5,5,-1,6,-2,-2,14,-4,-6
Cc1cc(NN)nc(NS(=O)(=O)c2ccc(Cl)cc2)n1,1,6,1,7,-6,-19,10,6,0
O=C(Nc1ccnn1C1CCN(Cc2cc3ccccc3[nH]2)CC1)C1CCOC1 (configuration not stated),5,5,-1,-4,3,1,-1,2,7
Cc1cc(OCCOCCNCc2ccccc2)ccc1C(C)C,1,13,4,2,1,2,6,8,-3
CCC(=NC(C)c1ccccc1)c1c(O)n(C)c(=O)n(C)c1=O (configuration not stated),-4,0,0,4,4,6,1,3,1
Cc1ccc(NC(=O)C2CCCN2C(=O)OCc2ccccc2)c(O)c1 (configuration not stated),-1,1,3,-4,0,3,3,1,-5
COC(=O)c1ccc(N=Nc2c(C)[nH]n(-c3ccccc3)c2=O)cc1,2,11,-4,5,3,6,0,0,6
Cn1c(SCC(=O)Nc2ccccc2-c2ccccc2)nnc1-c1ccco1,-1,-8,-5,3,2,6,4,-4,7
Cc1ccc(OCCNCc2ccccc2)c(C)c1,9,4,-2,6,1,1,2,12,-4
COc1ccc(C(=O)NC(Cc2ccccc2)c2ccc3c(c2)OCCCO3)cc1 (configuration not stated),2,-2,-4,2,0,-2,1,-7,-4
CC(C)NC[C@@H](O)c1ccc(O)c(O)c1,13,14,-9,6,0,1,0,15,-7
CCOC(=O)C1=C(C)NC(=O)NC1c1c(OCC(=O)N2CCCCC2)ccc2ccccc12 (configuration not stated),3,9,-3,3,-3,1,3,6,-2
CC(C)OCCCn1c(=O)c2ccccc2n2c(CCC(=O)NC3CCN(Cc4ccccc4)CC3)nnc12,2,4,-14,-3,1,-1,-3,-5,-3
COC(=O)C1=NN(C(=O)c2ccccc2)C(C)(O)C1 (configuration not stated),3,14,5,2,3,0,3,7,0
CCC1(C)OC(=O)N2CCc3c(C)[nH]c4c(C)ccc(c34)C21C (configuration not stated),8,-6,2,7,-1,3,3,4,2
CNc1ccc(/C=C2\CSc3ccccc3C2=O)cc1[N+](=O)[O-],0,3,4,7,3,13,2,2,2
CN(C(=O)c1ccc(NC(=O)Cc2cccc(NC(=O)C3CCN(C(=O)C4CCC4)CC3)c2)cc1)C1CCCC1,0,6,0,·,1,3,11,-2,1
Cc1ccsc1/C=N/NC(=O)c1ccc2nc[nH]c2c1,-1,19,2,-2,-3,-4,4,-1,5
Cc1ccc(CNC(=O)c2ccc3c(c2)S(=O)(=O)c2ccccc2C3=O)cc1,11,5,5,-3,-2,-9,5,-5,3
Cn1c(N)c(C(=O)CSc2nnc(-c3ccccc3F)n2N)c(=O)n(C)c1=O,-8,-5,-1,-6,2,4,0,4,-4
O=C(NCCCn1cccn1)C1CCC(=O)N(Cc2ccccc2F)C1 (configuration not stated),3,9,2,-1,2,2,5,1,2
CSCC[C@H](NC(=O)[C@@H]1Cc2c([nH]c3ccccc23)C2c3ccccc3C(=O)N21)C(=O)NCC1CCCO1 (some centres not stated),-4,2,1,4,-2,-1,8,6,-1
COCCn1cnc2c(c1=O)c1nc3ccccc3nc1n2/N=C/c1ccco1,5,5,3,6,0,-4,6,6,-8
O=C(NCCCN1CCOCC1)c1cccc(NS(=O)(=O)c2ccc(Br)cc2)c1,0,0,-10,·,3,-2,25*,1,6
COc1ccccc1CN(C)C(=O)CSCC(=O)Nc1ccccc1F,-4,7,-3,·,·,·,0,7,·
CC(=O)Nc1ccc(S(=O)(=O)N2CCc3c(Cl)cccc3C2)cc1,1,7,1,-1,1,-1,5,-6,-4
Cc1n[nH]c(C)c1CCN(C)C(=O)C1CCC(=O)N(CC2CCCCC2)C1 (configuration not stated),6,1,-5,-4,-1,5,1,4,1
N/C(=N\OC(=O)c1ccc(Cl)c(Cl)c1)c1cccnc1,-3,-6,1,-4,-3,1,1,-2,-11
Cc1ccc(C(=O)N2CC=C(c3ccccc3)CC2)s1,7,5,5,-6,1,3,8,3,6
O=C(C[C@@H]1C/C=C\C[C@@H](Cc2ccc(F)cc2)C(=O)OC[C@@H]2CCCN2C1=O)NCCO,0,4,-5,·,·,·,47*,3,·
CCN1C(=O)c2cccc3c(S(=O)(=O)Nc4ccccc4OC)ccc1c23,1,4,-3,-3,0,7,-3,-6,5
COc1ccc(CC(=O)N/N=C/c2c(C)n(C)c3ccccc23)cc1OC,3,·,8,-2,0,2,·,·,4
O=C(NCCCn1ccnc1)c1cc2c(s1)CCCC2,0,-1,2,1,-4,4,-2,2,7
Cc1ccc(C(=O)CCC(=O)N2CCN(c3ccc(F)cc3)CC2)cc1,0,-2,1,7,3,-2,7,6,1
CCN1CCN(CC(O)COC(C)C)CC1 (configuration not stated),4,12,-2,0,1,0,-1,5,0
Cc1ccc(C(=O)Nc2ccc(N3CCOCC3)nc2)cc1,6,3,-3,-15,6,1,1,3,-4
CN(C)CCCOC(=O)c1ccccc1Cl,6,4,-2,7,0,11,3,4,5
O=C(NCCCN1CCCC1=O)C1CCN(S(=O)(=O)c2c(Cl)cccc2Cl)CC1,3,4,0,2,-3,3,10,5,3

# Of the compounds above, these have a furan ring, fused or not.
SMILES,pPAFAH inh,PAFAH1B3 inh,PAD4 FP inh,GSTO1 inh,LYPLA1 counter,LYPLA2 inh,PAFAH1B2 FP inh,PAFAH2 inh,PME-1 inh
CC(=O)Oc1ccc2occ(C(=O)c3cccs3)c2c1,5,5,-1,6,-2,-2,14,-4,-6
Cn1c(SCC(=O)Nc2ccccc2-c2ccccc2)nnc1-c1ccco1,-1,-8,-5,3,2,6,4,-4,7
COCCn1cnc2c(c1=O)c1nc3ccccc3nc1n2/N=C/c1ccco1,5,5,3,6,0,-4,6,6,-8

# (listing goes on)
SMILES,pPAFAH inh,PAFAH1B3 inh,PAD4 FP inh,GSTO1 inh,LYPLA1 counter,LYPLA2 inh,PAFAH1B2 FP inh,PAFAH2 inh,PME-1 inh
O=C(c1ccc2oc(Cc3ccc(Cl)cc3)nc2c1)N1CCCCC1CCO (configuration not stated),1,2,-2,2,-1,2,10,4,6
CC(=O)c1ccc(N2CCN(S(=O)(=O)c3ccc4ccccc4c3)CC2)cc1,-11,3,-3,·,-5,-3,7,11,-1
CSc1nc(NCC(C)C)nc(N2CCOCC2)n1,1,4,2,3,2,4,4,-4,5
CCCCCCCC(=O)Oc1ccc(C(=O)Nc2cc(C)on2)cc1,3,8,-1,-5,4,2,5,1,-3
Cc1cc(C)nc(N/N=C2/CCCC/C2=C\c2ccccc2)n1,2,10,-4,-7,-5,-2,22,0,3
CC(/C=N/NC(=O)c1ccncc1)=C\c1ccco1,7,6,4,5,-1,-6,3,0,0
CCN1C(=O)N(CC)C(O)(c2ccccc2)C1(O)c1ccccc1 (configuration not stated),0,1,6,-8,2,3,7,-2,0
CCc1noc(C)c1C(=O)N(C)CC(=O)Nc1cccc(OC)c1,-2,2,0,·,3,8,-3,5,2
CC(C)CNc1oc(-c2ccco2)nc1C#N,2,-2,1,-1,2,7,3,-7,3
O=C(Cc1nnc(NC(=O)Nc2ccccc2)s1)NCc1ccccc1,-2,-1,0,-10,-5,6,1,-9,0
O=C(CSc1ccc2ccccc2c1)Nc1ccncc1,5,1,10,0,0,6,-1,-13,5
CC(C)N(C=O)C1(C(=O)NC2CCCCC2)CCCCC1,2,7,4,2,3,1,1,1,1
NC(=O)NOCc1ncc(C(F)(F)F)cc1Cl,-1,5,2,7,-1,-6,2,-1,-5
C=CCNc1nc2ccccc2nc1NS(=O)(=O)c1ccc(OC)cc1,4,8,-4,4,-3,3,0,1,-3
CCc1cccc(OCCCCN(CC)CC)c1,0,8,0,-2,0,2,-5,5,-6
O=[N+]([O-])c1ccc(CNc2ccc(F)cc2)s1,-2,7,-1,14,2,20,5,-5,5
CCC(CC)C(=O)OCC(=O)Nc1cc(OC)c([N+](=O)[O-])cc1C,-1,10,0,5,4,6,7,-3,4
COc1ccccc1-c1coc2c(CN3CCOCC3)c(O)ccc2c1=O,1,8,0,-3,0,-5,-2,-11,-5
COC(=O)c1c(-c2ccc(C)cc2)csc1NC(=O)c1c(-c2ccccc2)noc1C,0,·,5,-5,-2,4,·,·,2
Cc1ccc(S(=O)(=O)N(c2nc(N(C)C)nc(N(C)C)n2)n2cnnc2)cc1,2,6,0,-2,0,-3,1,1,1
CCOc1ccc(NC(=S)NCCCn2ccnc2)cc1,3,7,-3,-4,2,0,-1,14,0
O=C(CSc1nnc(-c2ccco2)o1)N1CCN(c2ccccc2)CC1,0,5,-1,6,20*,4,-7,0,-1
Cc1ccc(NC(=O)C2CCCN2S(=O)(=O)c2ccc3c(c2)n(C)c(=O)c(=O)n3C)c(C)c1 (configuration not stated),-2,3,0,-5,0,6,4,-3,4
Cc1ccc(OCCC(=O)OCC(=O)Nc2ccc(F)cc2)cc1,5,0,2,2,3,-1,1,1,1
Cc1cc(NC(=O)CSc2nnc(-c3ccncc3)n2-c2ccc(F)cc2)no1,0,6,-2,-7,1,2,2,3,3
Cc1ccc(Nc2ncnc3sc(C)c(C)c23)cc1,1,0,-1,5,-1,-6,-3,0,8
CCOc1ccc(S(=O)(=O)NCCC(=O)N2CCN(c3ccc(OC)cc3)CC2)cc1,1,8,-3,-1,-2,5,4,-2,0
O=C(N[C@@H]1C/C=C\C[C@H](CC(=O)N(CCO)Cc2ccccc2)C(=O)N[C@@H](Cc2c[nH]c3ccccc23)COC1=O)OCC1c2ccccc2-c2ccccc21,14,5,2,·,·,·,7,5,·
COC(=O)c1ccccc1N=Nc1c(C)[nH][nH]c1=O,6,3,3,4,2,-4,5,-2,3
CCc1nc2ccccc2n1CC(=O)OCC(=O)N(CC(C)C)c1c(N)n(Cc2ccccc2)c(=O)[nH]c1=O,8,11,-2,-3,1,6,1,-4,-2
CCOc1ccccc1OCCCC(=O)OCC(=O)Nc1cccc(Cl)c1,10,4,6,1,0,-4,2,-2,4
CC(=O)c1cccc(NC(=O)c2cnn3ccccc23)c1,0,1,-3,3,-4,1,1,0,0

# Source: PubChem BioAssay

# Not all compounds are listed, so the mix of outcomes need not match the whole.
